From PubChem BioAssay
STAT1 activator: STAT1 signaling activators, primary screen, cell-based, HTS, luciferase reporter | activation (% of control), % at 5.5 µM | NIH 3T3 STAT1-luciferase reporter, IFN-gamma, luminescence; 100% = IFN-gamma alone, no compound | hit rate 2.6% among 200,000;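 active = activation above the screen-wide mean activation plus 3 SD, cut at about 130% in these data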;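 note: raw ratio to IFN-gamma control signal so 100% means no change and 0% no light; values of inactives mirror those of a sister screen read the other way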
APP 5'UTR act: activators of APP 5'UTR luciferase reporter, primary screen, SH-SY5Y cells. SH-SY5Y APP 5'UTR luciferase reporter, luminescence; zero percent = DMSO vehicle wells. activation, % at 2 µM. hit rate 1% among 190,000;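 active = activation above a set limit, based on mean plus 3 SD of controls, cut at about 140% in these data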; note: values of inactives mirror those of a sister screen read the other way
FLuc inh counter: firefly luciferase enzyme inhibitors, primary screen, artefact control for luciferase-based inhibitor screens, biochemical, luminescence, ATPLite; inhibition, % at 10 µM; 10 min; hit rate 1.5% among 200,000;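 active = inhibition above about 50% when tested at 10 µM, limit read from the data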
Target sequence (P08659 whole entry, looked up): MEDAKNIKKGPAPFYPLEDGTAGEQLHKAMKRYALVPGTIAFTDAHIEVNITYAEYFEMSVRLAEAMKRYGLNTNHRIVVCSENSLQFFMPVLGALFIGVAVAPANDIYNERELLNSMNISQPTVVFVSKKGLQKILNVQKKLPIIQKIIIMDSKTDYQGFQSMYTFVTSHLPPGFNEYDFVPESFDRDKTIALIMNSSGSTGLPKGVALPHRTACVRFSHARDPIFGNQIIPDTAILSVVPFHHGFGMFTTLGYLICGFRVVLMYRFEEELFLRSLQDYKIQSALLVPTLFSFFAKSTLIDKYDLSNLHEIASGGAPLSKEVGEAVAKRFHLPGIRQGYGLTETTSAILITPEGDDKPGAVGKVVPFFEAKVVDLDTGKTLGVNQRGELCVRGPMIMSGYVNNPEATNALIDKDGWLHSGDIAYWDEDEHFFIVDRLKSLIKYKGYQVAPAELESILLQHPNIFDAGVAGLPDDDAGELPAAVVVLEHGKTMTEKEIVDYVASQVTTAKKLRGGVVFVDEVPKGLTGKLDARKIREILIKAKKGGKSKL
NF-kB neuron act: activators of NF-kB expression in neurons, primary screen, cell-based, HTS; human neuronal cells, NF-kB reporter expression; hits give high values; fold change at 12.5 µM; hit rate 1.6% among 190,000; AID 1239, 2008; in the data active = fold change above about 3.3
Diaphorase act: compounds boosting diaphorase resazurin reduction – biochemical, uHTS, resorufin fluorescence, counter-screen for diaphorase-coupled primary assays, primary screen | Diaphorase/resazurin coupled assay, 16 min; hits give high values; 1 = vehicle wells, 0 = NADH-free wells | hit rate 0.005% among 190,000 | activation factor at 20 µM | AID 1229, 2008;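 active = diaphorase activity raised at least twofold by the compound at 20 µM; inactive = activation factor below 2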
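Assay system: Purified diaphorase enzyme from Clostridium kluyveri | Amount: Enzyme 0.07 U/mL final | Dosing: Compound 20 µM once, DMSO 1% | Timing: 16 min reaction at room temperature | Detection: Fluorescence, excitation 544 nm and emission 590 nm | Evaluation: Higher resorufin formation from activation or reduction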
FLuc stim CS: FLuc activators, initial screening, artefact control for FLuc-dependent activation tests, biochemical, ATPlite luminescence | activation factor at 10 µM | 200,000 tested, under 10 active | Luciferin 4-monooxygenase (Photinus pyralis), P08659 | ATPlite luciferase biochemical, 10 min; 0 = ATP-free wells, 1 = DMSO control | AID 1027, 2008;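 active = luciferase activation factor, scaled between plate controls, of at least 2 with compound at 10 µM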
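System: Luciferase/luciferin detection reagent, cell-free biochemical luciferase assay | Medium: PBS buffer for ATP | Dosing: Test compounds dosed from 2 mM stocks in 100% DMSO | Timing: 10 min at ambient temperature | Signal: Luminescence measurement of luciferase light output | Evaluation: Luciferase activation, seen as luminescence increase over controls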
G6PDH counter: L. mesenteroides G6PDH inhibitors, counter-screen for G6PDH-coupled screening assays, biochemical, Leuconostoc mesenteroides enzyme | Purified L. mesenteroides G6PDH, diaphorase/resazurin coupled fluorescence, 45 min | inhibition, % at 5 µM | hit rate 0.12% among 200,000; in the data active = inhibition above about 50%
TLR4-MyD88 BLA: inhibitors of TLR4-MyD88 association in cells, primary screen, cell-based, HeLa CL3-4, BLA complementation, FRET ratio; AID 861, 2007; inhibition, % at 8.4 µM; Toll-like receptor 4 (Homo sapiens) + Myeloid differentiation primary response protein …; HeLa CL3-4 TLR4/MyD88 BLA complementation; hit rate 0.18% among 200,000; in the data active = inhibition above about 25%;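 note: 0% = vehicle and 100% = reference inhibitor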
APP 5UTR inh: inhibitors of APP translation via 5'UTR reporter, primary screen, APP 5'UTR luciferase, SH-SY5Y cells; SH-SY5Y APP 5'UTR-luciferase reporter, luminescence; inhibition, % at 2 µM; hit rate 0.82% among 190,000; AID 1285, 2008;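 active = inhibition above a set limit, derived from the sample mean plus 3 SD, cut at about 45% in these data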; note: values of inactives mirror those of a sister screen read the other way
Diaphorase inh: diaphorase inhibitors and chemical oxidizers, primary screen, counter-screen for diaphorase-coupled primary assays, biochemical, uHTS, resorufin fluorescence. diaphorase resazurin-to-resorufin fluorescence, NADH, 16 min; bacterial (C. kluyveri) enzyme, not human. inhibition, % at 20 µM. hit rate 0.69% among 190,000;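 active = primary screen inhibition at 20 µM above a set limit, cut at about 50% in these data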;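 note: plate controls were DMSO with full reaction for no effect and wells lacking NADH for full effect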
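System: Bacterial diaphorase enzyme (C. kluyveri) | Incubation: 16-min room-temperature incubation before reading | Benchmarks: No-NADH positive control and DMSO neutral control | Measured by: Resorufin fluorescence 544/590 nm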
An asterisk follows results filed as active; nt = no result given.

[1] Cc1cccc(NC(=O)C(c2cccc([N+](=O)[O-])c2)N2CCCCC2)c1 (stereo unspecified)
[2] CC1CCN(S(=O)(=O)c2cccc(C(=O)N(Cc3ccccc3)c3ccccn3)c2)CC1
[3] Cc1cc(C)c2cc(C#N)c(N3CCCN(S(=O)(=O)c4ccccc4)CC3)nc2c1
[4] CN(CCC(=O)Nc1ccc(Br)cc1)Cc1ccccc1
[5] Cc1ccc2[nH]c3c(c2c1)CN(C(=O)CN1CCN(Cc2ccc4c(c2)OCO4)CC1)CC3
[6] Cc1cccc(C)c1OCC(=O)Nc1ccc(NC(=O)c2ccco2)cc1
[7] COc1ccccc1N=Cc1c(O)c2ccccc2oc1=O
[8] CCC(=O)Nc1nnc(-c2ccc(Cl)s2)o1

assay / entry	1	2	3	4	5	6	7	8
TLR4-MyD88 BLA	-1	-6	-12	-1	11	1	-5	3
APP 5'UTR act	-3	9	0	10	-2	0	6	5
NF-kB neuron act	0.95	nt	nt	1.2	0.76	1	2.6	1
Diaphorase act	0.7	0.9	nt	0.8	1.1	0.6	1	0.9
Diaphorase inh	26	12	nt	20	-6	37	1	5
G6PDH counter	6	10	nt	1	7	15	3	6
APP 5UTR inh	3	-9	0	-10	2	0	-6	-5
FLuc inh counter	-8	-10	nt	-6	1	-4	95*	5
FLuc stim CS	1.1	1.1	nt	1.1	1	1	0	1
STAT1 activator	102	81	101	96	96	95	103	101

[9] COC(=O)c1c(NC(=O)c2cccnc2Cl)sc(C(=O)N(C)C)c1C
[10] C[C@@H]1C(=O)O[C@@H]2CC34[C@H]5C[C@@H](C(C)(C)C)C36[C@H](OC(=O)[C@@H]6O)OC4(C(=O)O5)[C@@]12O (stereo partly specified)
[11] Cc1nn(-c2ccccc2)c(N2CCCCC2)c1/C=N/NC(=O)c1ccncc1
[12] O=C(NC1CCCCC1)N1CCC(n2cnc3ccccc32)CC1
[13] O=C(O)C1CCN(S(=O)(=O)c2ccc3c(c2)OCCCO3)CC1
[14] CCOC(=O)c1ccccc1NC(=S)N1CCCCC1
[15] COc1cc2cc(C(c3nnnn3C3CCCC3)N3CCCCCC3)c(=O)[nH]c2cc1OC (stereo unspecified)
[16] Cc1cc(C)cc(NC(=S)N(CCN(C)C)C(C)c2cccnc2)c1 (stereo unspecified)

assay / entry	9	10	11	12	13	14	15	16
TLR4-MyD88 BLA	6	4	4	7	3	-7	6	5
APP 5'UTR act	-18	15	8	-2	7	3	-9	-6
NF-kB neuron act	0.66	1.1	1.1	1.2	0.9	1.1	1.1	1.1
Diaphorase act	0.9	1	0.9	0.8	0.9	0.9	0.8	1
Diaphorase inh	13	4	12	21	8	13	25	1
G6PDH counter	3	14	19	2	5	8	-25	4
APP 5UTR inh	18	-15	-8	2	-7	-4	9	6
FLuc inh counter	-2	-8	-3	-5	-7	2	-4	-9
FLuc stim CS	1	1.1	1	1.1	1.1	1	1	1.1
STAT1 activator	94	94	78	101	102	101	102	98

[17] C/C(CC(=O)Nc1ccc(C)c(Cl)c1)=N\NC(=O)c1ccncc1
[18] O=C(CSc1nnc(-c2ccc(OC(F)F)cc2)o1)N1CCOCC1
[19] COC(=O)CN(c1ccc(C)cc1)S(=O)(=O)c1ccc(F)cc1
[20] COc1ccccc1Nc1c([N+](=O)[O-])cc(C)cc1[N+](=O)[O-]
[21] CC(=O)N1CCC2(CC1)C/C(=N\NC(=S)Nc1ccc(C)cc1)c1cc(O)ccc1O2
[22] COc1ccc(CCNC(=O)/C(C#N)=C2\N=C(NC(=O)c3cccs3)c3ccccc32)cc1
[23] C/C(CC(=O)Nc1cccc(Cl)c1C)=N\NC(=O)Cc1csc(N)n1
[24] O=c1c2ccccc2nc2n1C(CSCc1cccc(C(F)(F)F)c1)CS2 (stereo unspecified)

assay / entry	17	18	19	20	21	22	23	24
TLR4-MyD88 BLA	8	-3	-11	-6	4	-9	-3	2
APP 5'UTR act	5	23	5	27	-8	-2	-2	15
NF-kB neuron act	0.95	2.6	1.3	1	0.97	0.86	0.96	0.8
Diaphorase act	1.1	0.9	0.9	0.8	0.5	0.9	0.9	0.8
Diaphorase inh	-8	11	10	16	54*	12	8	22
G6PDH counter	0	2	1	7	1	-32	2	7
APP 5UTR inh	-5	-23	-5	-27	8	2	2	-15
FLuc inh counter	-2	-3	-4	-2	-3	-10	-6	-6
FLuc stim CS	1	1	1	1	1	1.1	1.1	1.1
STAT1 activator	101	114	104	95	103	96	99	79

[25] CCc1ccc(C(=O)COC(=O)c2cccnc2Cl)cc1
[26] O=C(O)CC(C(=O)OC1CCCCC1)N1CCOCC1 (stereo unspecified)
[27] Cc1cc(C(=O)CSc2n[nH]c(N)n2)c(C)n1-c1ccccc1
[28] CCC(C)[C@H](NC(=O)Nc1cccc(Br)c1)C(=O)OC (stereo partly specified)
[29] O=C(CCNc1n[nH]c(=O)[nH]c1=O)N/N=C/c1ccc(C(F)(F)F)cc1
[30] CCOCCCNC(=O)C1CCN(c2cc(C)nc3c(-c4ccc(OC)c(OC)c4)c(C)nn23)CC1
[31] COc1ccc(C(=O)N2CCN(S(=O)(=O)c3ccc(F)cc3)CC2)cc1OC
[32] N#Cc1c(N)nc(N2CCCC2)c(C#N)c1-c1ccc(Cl)cc1

assay / entry	25	26	27	28	29	30	31	32
TLR4-MyD88 BLA	3	3	-14	-6	-14	3	6	-3
APP 5'UTR act	1	18	73	18	13	9	-1	-2
NF-kB neuron act	1.4	1	2.2	1	1.1	0.7	0.95	1.5
Diaphorase act	1	0.9	0.8	0.9	1	1	0.8	0.8
Diaphorase inh	-2	7	17	14	4	-3	15	23
G6PDH counter	5	-1	-1	-1	2	-2	16	-1
APP 5UTR inh	-1	-18	-73	-18	-13	-9	1	2
FLuc inh counter	91*	-2	59*	-5	-4	0	-7	-4
FLuc stim CS	0.1	1	0.4	1.1	1	1	1.1	1
STAT1 activator	102	100	115	106	105	95	89	102

[33] Cc1cccc(-n2c(Cc3cc(=O)[nH]c(=O)[nH]3)nnc2SCC(=O)N2CCCCC2)c1
[34] O=C(c1ccc(Cl)cc1)N(c1ccccn1)C1CCCCC1
[35] CC(C)n1nc(C(=O)Oc2ccc(Cl)cc2)c2ccccc2c1=O
[36] CCCOc1ccc(NC2=CC(=O)CC(C)(C)C2)cc1
[37] O=C(NCc1ccco1)C1CCCN(S(=O)(=O)Cc2ccccc2)C1 (stereo unspecified)
[38] Cc1[nH]nc(SCC(=O)NCc2ccc(Cl)cc2)c1[N+](=O)[O-]
[39] O=C(Cc1c[nH]c2ccccc12)NC1(C(=O)NC2CCCC2)CCCCC1
[40] COc1cc(OC)c(NC(=O)CCc2nc(-c3cccs3)no2)cc1Cl

assay / entry	33	34	35	36	37	38	39	40
TLR4-MyD88 BLA	-2	-9	-4	-7	2	2	-24	6
APP 5'UTR act	2	-3	-19	4	-9	-10	10	5
NF-kB neuron act	1.1	1.2	1	1.1	1.4	0.98	1.4	0.68
Diaphorase act	0.9	1	0.9	0.9	1	0.9	1.1	0.8
Diaphorase inh	8	-2	8	10	2	10	-7	24
G6PDH counter	-2	2	-12	11	4	-8	2	1
APP 5UTR inh	-2	3	19	-4	9	10	-10	-5
FLuc inh counter	-8	0	-4	-2	-1	-8	0	-9
FLuc stim CS	1.1	1	1	1	1	1.1	1	1.1
STAT1 activator	106	91	99	106	94	96	89	100

[41] O=S(=O)(NCc1ccncc1)c1ccccc1
[42] O=C(CN(c1ccc2c(c1)OCCO2)S(=O)(=O)c1ccccc1)Nc1ccc2c(c1)OCO2
[43] CCN1C(=O)c2cccc3c(NC(=O)c4ccc5c(c4)OCCO5)ccc1c23
[44] COc1cccc(CNCc2cccnc2)c1OCc1ccccc1
[45] COc1cc(C(=O)NCc2nnc(SCC(=O)Nc3cccc(C)c3)o2)cc(OC)c1OC
[46] COC(=O)Cc1cc(=O)[nH]c(/N=C(\N)Nc2cccc(C)c2)n1
[47] S=C(N/N=C/c1ccc(Cl)cc1)N1CCOCC1
[48] OCc1cc(CO)c(O)c(CCc2ccccc2)n1

assay / entry	41	42	43	44	45	46	47	48
TLR4-MyD88 BLA	17	-5	6	2	6	-6	-2	-3
APP 5'UTR act	-1	9	13	2	19	-13	27	-1
NF-kB neuron act	0.99	0.38	1.2	0.86	1.5	1.2	1.5	1
Diaphorase act	1	0.8	0.9	0.9	0.8	0.9	0.9	0.9
Diaphorase inh	-2	24	6	11	19	10	12	6
G6PDH counter	-1	8	-30	2	-4	4	-2	-2
APP 5UTR inh	1	-9	-13	-2	-19	13	-27	1
FLuc inh counter	-5	3	0	-5	-7	-6	5	-4
FLuc stim CS	1.1	1	1	1.1	1.1	1.1	1	1
STAT1 activator	88	97	96	100	95	97	132*	104

[49] CCOC(=O)CNS(=O)(=O)c1ccc(C(=O)O)cc1
[50] Cc1cccc(C)c1NC(=S)N(Cc1ccccc1)Cc1cccs1
[51] CNC(=O)CSc1nnc(COc2ccc(Cl)cc2)n1CCOC
[52] Cn1nnnc1SCC(=O)c1cccs1
[53] CCOC(=O)N1CCN(C(=S)NCCOC)CC1

assay / entry	49	50	51	52	53
TLR4-MyD88 BLA	-1	-9	14	6	-4
APP 5'UTR act	-4	2	13	19	-26
NF-kB neuron act	1.3	1.2	1.1	1.2	1.1
Diaphorase act	0.9	1	1	0.9	0.9
Diaphorase inh	11	4	3	9	6
G6PDH counter	2	3	6	9	3
APP 5UTR inh	4	-2	-13	-19	26
FLuc inh counter	-5	-4	-10	-6	-4
FLuc stim CS	1	1	1.1	1.1	1
STAT1 activator	98	100	103	97	93
